# Compound activity as filed in PubChem.
# M. tuberculosis GlmU: inhibition of mycobacterial GlmU enzyme – biochemical, glucosamine-1-phosphate acetyltransferase (AID 1376) | M. tuberculosis GlmU acetyltransferase enzyme assay; higher % means a stronger effect | inhibition, %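 (tested at 30 µM in the primary screen)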; hits with a dose series show IC50 in µM | 0.25% of 220,000 active; in the data active means inhibition above about 13%; inconclusive means no clear call, values can overlap the other calls;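 further: 0% = complete reaction with vehicle and 100% = reaction without substrate; strong numbers were not always called active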
# Mtb RmlCD inh: inhibitors of Mycobacterium tuberculosis RmlC and RmlD coupled enzymes | P9WH09+P9WH11 | AID 1533 | 0.03% of 160,000 active | inhibition, % at 3.6 µM | RmlC+RmlD coupled enzyme assay, percent inhibition; primary screen in compound mixtures; in the data active means inhibition mostly above about 34%, no sharp cut-off; inconclusive means no clear call, values can overlap the other calls; inactive means mostly below about 22%; further: some results filed as inactive read as strong as hits
# Target sequence (P9WH09 whole entry, looked up): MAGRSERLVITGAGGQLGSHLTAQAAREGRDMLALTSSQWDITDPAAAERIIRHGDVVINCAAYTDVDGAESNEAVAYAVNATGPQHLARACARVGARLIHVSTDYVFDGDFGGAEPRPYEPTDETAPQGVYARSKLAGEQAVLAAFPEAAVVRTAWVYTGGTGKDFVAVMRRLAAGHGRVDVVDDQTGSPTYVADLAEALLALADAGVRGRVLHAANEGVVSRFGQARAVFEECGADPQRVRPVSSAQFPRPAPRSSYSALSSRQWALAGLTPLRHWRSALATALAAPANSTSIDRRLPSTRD
# Target sequence (P9WH11 whole entry, looked up): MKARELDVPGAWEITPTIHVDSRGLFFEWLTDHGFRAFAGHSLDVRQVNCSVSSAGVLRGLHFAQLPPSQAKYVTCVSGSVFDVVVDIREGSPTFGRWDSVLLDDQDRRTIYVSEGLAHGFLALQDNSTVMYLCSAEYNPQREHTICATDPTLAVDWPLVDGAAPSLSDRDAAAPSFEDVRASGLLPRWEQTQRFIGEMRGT
# * = called active by the depositor; ? = inconclusive; nt = no result given. Not all compounds are listed; rates above refer to the full screens.
# Under each structure – M. tuberculosis GlmU	Mtb RmlCD inh
COc1ccc(S(=O)(=O)CCC(=O)NCCc2ccc(C)cc2)cc1
    -0.3%	nt
CN=C(Nc1cccc(Cl)c1)SC1CC(=O)N(c2ccc(OC)cc2)C1=O (stereo not drawn)
    -7.7%	34
Clc1ccc(COc2ccccc2CNCc2cccnc2)cc1
    1.6%	nt
COc1ccc(NC(=O)C2CCN(S(C)(=O)=O)CC2)cc1
    2.3%	nt
O=C(/C=C/c1c(Cl)cccc1Cl)Nc1ccncc1
    8.4%	-7
Cc1ccc(-n2nnnc2-c2cccnc2)cc1
    1.5%	3
COc1ccc(/C=C2\N=C(C)OC2=O)cc1[N+](=O)[O-]
    -5.6%	6
Cc1sc2nc(CSc3nnc(Cc4cccs4)n3C3CCCCC3)[nH]c(=O)c2c1C
    0.1%	nt
Cc1ccccc1S(=O)(=O)Cc1ccc(C(=O)NCc2cccs2)o1
    -3.6%	nt
O=C(NC1CCS(=O)(=O)C1)C1CCCN(S(=O)(=O)c2ccc(Cl)cc2)C1 (stereo not drawn)
    0.0%	-6
Cc1nc(N2CCCCC2)sc1C(=O)c1ccc(Cl)c([N+](=O)[O-])c1
    0.5%	2
COc1ccc(C2NC(=O)c3n[nH]c(C)c32)c(OC)c1 (stereo not drawn)
    1.6%	10
COc1cccc(C(=O)C2CCCN(Cc3cn(C)nc3-c3ccccc3)C2)c1 (stereo not drawn)
    -6.2%	nt
CC1CCC2(CC1)NC(=O)N(CC(=O)c1cccn1C)C2=O (stereo not drawn)
    0.3%	nt
CC(C)(C)C(=O)NC(=S)Nc1ccccc1C(=O)Nc1ccccc1
    -3.4%	nt

# Structural class, the compounds so far with an NH in an aromatic ring
# Under each structure – M. tuberculosis GlmU	Mtb RmlCD inh
Cc1sc2nc(CSc3nnc(Cc4cccs4)n3C3CCCCC3)[nH]c(=O)c2c1C
    0.1%	nt
COc1ccc(C2NC(=O)c3n[nH]c(C)c32)c(OC)c1 (stereo not drawn)
    1.6%	10

# More compounds:
# Under each structure – M. tuberculosis GlmU	Mtb RmlCD inh
CCCc1c2ccccc2nc2ccccc12
    -4.9%	-9
CC12CCC(C(=O)Nc3nccs3)(OC1=O)C2(C)C (stereo not drawn)
    1.3%	?
NC(=O)CN1CCN(S(=O)(=O)c2ccc(Br)cc2)CC1
    0.6%	-8
CCOC(=O)CC1=C(C(=O)OCC)C2(C(=O)N1)C(C(=O)OC)=C(N)Oc1ccccc12 (stereo not drawn)
    4.3%	2
Cc1cccc(NC(=O)C(c2ccccc2Cl)N2CCOCC2)c1 (stereo not drawn)
    -1.7%	28
Cc1nc(C/C(=N\N)c2ccc(O)cc2O)cs1
    0.3%	13
CC(C)Oc1ccc(C2CC(=O)N(c3ccc(C(=O)O)cc3)C2=O)cc1 (stereo not drawn)
    3.1%	-6
COc1ccc(C2CC(c3ccc4ccccc4c3)=NN2C(=O)CN2CCC(C(N)=O)CC2)cc1 (stereo not drawn)
    -6.4%	5
COc1ccc(C)cc1NC(=O)C1CCCCC1C(=O)O (stereo not drawn)
    2.2%	7
CC12CCC(C(=O)N3CCC(Cc4ccccc4)CC3)(C(=O)C1=O)C2(C)C (stereo not drawn)
    -9.5%	-7
O=C(CN(C(=O)CCC(=O)Nc1ccccn1)c1ccc2c(c1)OCO2)NCc1ccco1
    1.3%	nt
CCn1c(SCC(=O)Nc2cc(C)on2)nnc1-c1ccncc1
    7.3%	nt
O=C1c2cccc3cccc(c23)C(=O)N1CCCc1n[nH]c(=S)n1-c1ccccc1
    6.5%	4
CNC(=S)N/N=C/c1ccco1
    0.5%	-6
CC(C)n1c(SC2CCOC2=O)nc2ccccc21 (stereo not drawn)
    -0.7%	8
Cn1cc(C(=O)N2CCN(C(=O)c3ccco3)CC2)c2c3ccccc3n(C)c2c1=O
    0.8%	19
CCOC(=O)c1sc(SC)c2c1CCCC2=O
    -0.1%	-4
Cc1ccc(C)c(/C=N/Nc2ccccn2)c1
    0.8%	nt
CCOC(=O)c1c(C2CCN(C(=O)OCC)CC2)nc2ccccn12
    -0.7%	10
CCC(C)Sc1nc(C)nc2c1c(=O)n(C)c(=O)n2C (stereo not drawn)
    -2.3%	-5
Nn1c(COc2ccccc2)nnc1SC(F)F
    -3.1%	9
CC(Cc1ccccc1)C(=O)N1CCN(C)CC1 (stereo not drawn)
    1.1%	nt
O=C(NCC(O)c1ccccc1)c1cccc(S(=O)(=O)N2CCOCC2)c1 (stereo not drawn)
    -4.0%	6
O=C(C1CCCN(S(=O)(=O)c2cccnc2)C1)N1CCn2c1nc1ccccc12 (stereo not drawn)
    -4.7%	nt
CC(C)(C)NC(=O)CN1C(=O)/C(=C/c2ccccc2)SC1=S
    -3.9%	-4
CC(=O)CCC(=O)NCCc1ccccc1F
    0.0%	7
Cc1ccc(NC(=O)c2cccc(Cl)c2)nc1
    4.0%	4
Cc1cc(=O)cc(C)[nH]1
    11%	8
CCCOc1ccc(C(O)CCNC(CC(=O)O)c2ccccc2)cc1 (stereo not drawn)
    6.7%	-7
CC(=O)Nc1ccc(N2CCN(C(=O)c3cccs3)CC2)cc1
    9.1%	?
CCOC(=O)c1ccc(NC(=O)C(=O)NCC2(c3ccc(OC)cc3)CCOCC2)cc1
    1.8%	nt
COC(=O)c1cccc(NC(=O)CCc2cc(OC)c(OC)c(OC)c2)c1
    2.6%	4
CCOC(=O)c1nc(Nc2ccccc2)c2ccccc2n1
    5.2%	-17
Cc1[nH]n(-c2ccccc2)c(=O)c1C=NCc1ccncc1
    3.0%	-5
CN(C)c1ccc(NC(=O)CCCc2ccccc2)cc1
    1.2%	nt
CC(C)c1ccccc1NC(=O)Cn1c(-c2ccccc2Cl)nc2ccccc21
    -2.3%	-9
COc1cccc(NC(=O)c2cc3c(=O)n4ccccc4nc3n(CC(C)C)c2=N)c1
    -1.9%	5
COc1ccc(CCN2C(=O)CC(N3CCC(C(N)=O)CC3)C2=O)cc1OC (stereo not drawn)
    -3.1%	-13
O=C(Nc1ccc2c(c1)OCCO2)c1cnc2n(c1=O)CCS2
    7.3%	nt
CC1=NCCN1S(=O)(=O)c1cccc([N+](=O)[O-])c1
    2.1%	nt
Cc1ccc(OCC(=O)NNC(=S)NCc2ccccc2)cc1
    -4.4%	-13
Brc1ccc(-c2csc(N3CCOCC3)n2)cc1
    -1.3%	-9
CC(C)c1nnc(NC(=O)C2CCN(S(=O)(=O)c3ccc(-n4cnnn4)cc3)CC2)s1
    3.1%	31
O=C(COc1ccccc1[N+](=O)[O-])N/N=C/c1cccs1
    3.6%	nt
Cc1cc(S(=O)(=O)NCc2ccc(N3CCN(C)CC3)cc2)c(C)s1
    -7.2%	nt
C=CCn1c(SCC(=O)c2c(N)n(C)c(=O)n(C)c2=O)nnc1-c1ccncc1
    -1.5%	nt
O=C(c1cc2nc(-c3ccco3)cc(C(F)(F)F)n2n1)N1CCN(c2ccccn2)CC1
    5.5%	1
CC(Sc1nnc(-c2cccs2)n1-c1ccccc1)C(=O)NCc1ccco1 (stereo not drawn)
    4.6%	13
O=C(NCC(=O)N1CCCC1)c1cccs1
    1.9%	nt
O=C(CSCc1ccc(F)cc1)Nc1ccccc1C(=O)N1CCOCC1
    -0.8%	-5
CCC1CCCCN1C(=O)COc1ccc(F)cc1 (stereo not drawn)
    -2.5%	-3
CCOC(=O)CNC(=S)NN(C)C
    nt	-8
CCC(c1nnnn1Cc1ccc(OC)cc1)N(CCCO)Cc1cc2cc3c(cc2[nH]c1=O)OCO3 (stereo not drawn)
    2.0%	nt
O=C(CCn1c(=O)oc2ccccc21)Nc1nc2ccccc2s1
    4.2%	-8
COc1ccc(/C=C/C(=O)OCc2cccc([N+](=O)[O-])c2)cc1
    -1.9%	20
O=C(CSc1nnc(Cc2ccccc2)n1-c1ccc(F)cc1)N1CCOCC1
    3.7%	12
CC(=O)Nc1cccc(C(=O)O)n1
    -3.9%	19
Cc1ccc(NC(=O)N(Cc2ccco2)Cc2cc3cc(C)cc(C)c3nc2Cl)cc1
    nt	7
S=C(NC1CCCCC1)N1CCCCC1
    -1.7%	10
N/C(=N\OC(=O)/C=C/c1ccccc1)c1ccncc1
    1.7%	4

# Part of the list above, as labelled records:
structure: COc1ccc(/C=C/C(=O)OCc2cccc([N+](=O)[O-])c2)cc1
  M. tuberculosis GlmU = -1.9% | Mtb RmlCD inh = 20
structure: O=C(CSc1nnc(Cc2ccccc2)n1-c1ccc(F)cc1)N1CCOCC1
  M. tuberculosis GlmU = 3.7% | Mtb RmlCD inh = 12

# New compounds follow.
# Under each structure – M. tuberculosis GlmU	Mtb RmlCD inh
OC(COC(c1ccccc1)c1ccccc1)CN1CCOCC1 (stereo not drawn)
    5.5%	7
CC(C)C(=O)Nc1c2c(nc3ccccc13)N(C)CC2
    5.7%	13
CCOC(=O)c1ccc(COC(=O)c2ccc(-c3nnc(-c4ccccc4)o3)cc2)o1
    1.1%	nt
COc1ccc(CCNS(=O)(=O)c2cnc(Cl)c(Br)c2)cc1OC
    3.1%	-13
Cc1cc(N2CCCCC2)nc(-c2ccc(Br)cc2)n1
    -7.1%	-2
CCCCOC(=O)c1ccc(NC(=O)C(=O)NCc2ccco2)cc1
    -0.6%	0
CCOC(=O)CSc1n[nH]c(-c2cccnc2)n1
    nt	10
O=C(O)c1ccc(CNC(=O)c2ccc(C(F)(F)F)cc2)cc1
    3.3%	-7
O=S1(=O)C=CC(Nc2ccccc2)C1 (stereo not drawn)
    0.8%	15
O=C(C1CC1)N1CCc2cc(Br)cc(S(=O)(=O)NCc3ccco3)c21
    0.8%	14
O=C(CCc1nc2ccccc2c(=O)[nH]1)OCc1ccc(Cl)cc1Cl
    -1.6%	7
CCNC(=O)CSc1nc2ccccc2c(=O)n1-c1cc(OC)ccc1OC
    2.5%	4
Cc1ccc(S(=O)(=O)N2CCN(C(=O)CN3CCOCC3)C2)cc1
    2.4%	nt
COc1ccc(C(CCNCc2ccc(OC)c(OC)c2)c2ccc(F)cc2)cc1 (stereo not drawn)
    -7.4%	82
O=C1c2ccccc2-c2nnc(-c3ccc(O)cc3)cc21
    1.8%	0

# 7 entries picked at random from those above, as already listed:
# Under each structure – M. tuberculosis GlmU	Mtb RmlCD inh
CCC(C)Sc1nc(C)nc2c1c(=O)n(C)c(=O)n2C (stereo not drawn)
    -2.3%	-5
Cc1ccc(OCC(=O)NNC(=S)NCc2ccccc2)cc1
    -4.4%	-13
COc1ccc(NC(=O)C2CCN(S(C)(=O)=O)CC2)cc1
    2.3%	nt
CC(Cc1ccccc1)C(=O)N1CCN(C)CC1 (stereo not drawn)
    1.1%	nt
Cc1ccc(NC(=O)c2cccc(Cl)c2)nc1
    4.0%	4
O=C(NC1CCS(=O)(=O)C1)C1CCCN(S(=O)(=O)c2ccc(Cl)cc2)C1 (stereo not drawn)
    0.0%	-6
O=C(CSc1nnc(Cc2ccccc2)n1-c1ccc(F)cc1)N1CCOCC1
    3.7%	12

# Going on with the list.
# Under each structure – M. tuberculosis GlmU	Mtb RmlCD inh
COc1ccc(C2CN(C)CC2C(=O)c2ccc(C)cc2)cc1Cl (stereo not drawn)
    -4.2%	-6
Cc1ccccc1S(=O)(=O)Cc1ccc(C(=O)N2CCN(c3ncccn3)CC2)o1
    -0.9%	-9
O=C(O)CCNS(=O)(=O)c1ccccc1
    -2.4%	-6
Cc1oc2ccc(OS(C)(=O)=O)cc2c1C(=O)OC(C)C
    2.0%	-8
CCn1c(SCC(=O)N2CCCc3ccccc32)nnc1-c1ccoc1C
    2.9%	nt
CN1CCN(c2ccccc2N)CC1
    -7.9%	-2
O=C(NCc1cccnc1)/C(=C\c1ccc(-c2ccc(Cl)c(Cl)c2)o1)S(=O)(=O)c1ccccc1
    2.8%	nt
O=C(Cn1nnc(-c2cccc(C(F)(F)F)c2)n1)N1CCOCC1
    3.0%	-8
O=C(CCCc1nc(-c2ccccc2Cl)no1)NC1CCCCC1
    -1.0%	-3
O=C(COc1ccc(/C=N/NC(=O)CSCc2ccc([N+](=O)[O-])cc2)cc1)NCc1ccco1
    0.6%	-4
O=C(O)/C=C\c1cc2c(cc1[N+](=O)[O-])OCO2
    1.8%	-10
CCCOc1cccc(C2/C(=C(/O)c3ccc(OC)cc3)C(=O)C(=O)N2CCN(C)C)c1 (stereo not drawn)
    1.7%	6
COc1ccc(N=C2S/C(=C\c3cccs3)C(=O)N2CC(C)C)cc1
    -0.5%	6
Cc1nc(SCC(=O)c2ccc(F)cc2)n[nH]1
    6.8%	-12
CC(=O)c1c(OC(=O)c2ccco2)c2ccccc2n1C
    nt	0
Cc1ccn2c(NCc3ccc4c(c3)OCO4)c(-c3ccc(O)cc3)nc2c1
    -3.0%	nt
Cc1[nH]n(-c2ccccc2)c(=O)c1C(c1cccc([N+](=O)[O-])c1)c1c(C)[nH]n(-c2ccccc2)c1=O
    0.2%	-8
Cc1nc(-c2ccccc2)sc1C1(C)CC(c2cccc(F)c2)=NO1 (stereo not drawn)
    0.4%	nt
NNC(=O)Cc1csc(-c2ccccc2)n1
    -3.3%	-4
CCn1nc(C)c(/C=N/NC(=O)Cn2nnnc2N)c1C
    6.2%	-7
Cc1nnc(SCC(=O)Nc2nsc(-c3ccccc3)n2)s1
    -13%	12
COC(=O)C(c1cc(OC)c(O)c(OC)c1)(N1CCNC(C)C1)C(F)(F)F (stereo not drawn)
    -2.3%	nt
COc1ccc(Oc2cc(F)nc(N)n2)cc1
    -2.5%	-5
O=[N+]([O-])c1ccc(Sc2nccn2Cc2ccccc2)c([N+](=O)[O-])c1
    3.0%	nt
COc1ccc(N(CC(=O)O)S(C)(=O)=O)cc1OC
    -2.3%	nt
O=C(Nc1ccc(Cl)cc1)c1cc2nc(-c3ccco3)cc(C(F)(F)F)n2n1
    0.2%	3
O=C(Cn1nc(-c2ccc3c(c2)OCCO3)ccc1=O)Nc1cccc(NC(=O)c2ccccn2)c1
    0.8%	9
